# Screening results from PubChem BioAssay.
# Mtb BioA inh: M. tuberculosis BioA enzyme inhibitors, primary screen, biochemical, plate reader, single point, HTS; 7,8-diaminopelargonic acid synthase BioA (Mycobacterium tuberculosis); purified M. tuberculosis BioA enzyme; inhibition, % at 9.99 µM; 0.096% of 360,000 active; AID 602481, 2012; in the data active = inhibition above about 40%
# The depositor's hits bear a star.
cpd	SMILES	Mtb BioA inh
1	C[C@@H]1CN([C@H](C)CO)C(=O)Cc2cc(NS(=O)(=O)c3ccc(F)cc3)ccc2O[C@@H]1CN(C)C(=O)Nc1ccc(C(F)(F)F)cc1	0.3
2	CNC(=O)C[C@H]1CC[C@H]2[C@@H](COc3ccc(NC(=O)c4cccc(OC)c4)cc3C(=O)N2C)O1	-5.0
3	Cc1noc(C)c1S(=O)(=O)Nc1ccc2c(c1)CC(=O)N([C@@H](C)CO)C[C@@H](C)[C@H](CN(C)C(=O)Nc1ccc(C(F)(F)F)cc1)O2	-0.5
4	CCCNC(=O)[C@@H]1[C@@H](CO)[C@@H]2Cn3c(ccc(-c4ccncc4)c3=O)[C@@H]2N1C(=O)c1ccccc1F	0.3
5	Cc1noc(C)c1S(=O)(=O)Nc1ccc2c(c1)C(=O)N([C@H](C)CO)C[C@H](C)[C@@H](CN(C)C(=O)Nc1ccc3c(c1)OCO3)OCCCC[C@H](C)O2	-2.2
6	O=C(C[C@H]1CC[C@@H]2[C@H](COC[C@@H](O)CN2C(=O)Nc2ccccc2)O1)NCc1ccncn1	0.7
7	O=C(Cc1ccncc1)NCC[C@@H]1CC[C@@H](NC(=O)C2CCOCC2)[C@@H](CO)O1	-1.4
8	C[C@@H]1CN([C@H](C)CO)C(=O)Cc2cc(NS(=O)(=O)c3ccc(F)cc3)ccc2O[C@H]1CN(C)S(=O)(=O)c1ccc(F)cc1	0.7
9	COCC(=O)Nc1ccc2c(c1)[C@@H]1C[C@@H](CC(=O)O)O[C@@H](CO)[C@@H]1O2	-0.1
10	COc1ccc(S(=O)(=O)N(C)C[C@H]2Oc3ccc(NC(=O)CCN4CCOCC4)cc3CC(=O)N([C@H](C)CO)C[C@@H]2C)cc1	-0.6
11	N#C[C@H]1[C@@H](c2ccc(C3=CCCC3)cc2)[C@@H](CO)N1C(=O)Nc1ccccc1F	0.3
12	C/C=C/c1ccc2c(c1)[C@@H]1[C@@H](CCN1C(=O)Cc1cccnc1)[C@@H](CO)N2C	2.7
13	C[C@H](CO)N1C[C@H](C)[C@@H](CN(C)C(=O)Nc2cc(F)ccc2F)Oc2cc(-c3cccc(C#N)c3)ccc2S1(=O)=O	-3.9
14	COc1ccc(CN(C)C[C@@H]2Oc3ccc(NC(=O)C4CCCCC4)cc3C(=O)N([C@@H](C)CO)C[C@H]2C)cc1	0.6
15	COc1ccc(CN(C)C[C@H]2Oc3ccc(NS(C)(=O)=O)cc3C(=O)N([C@@H](C)CO)C[C@@H]2C)cc1	3.6
16	C[C@H](CO)N1C[C@H](C)[C@H](CN(C)C(=O)C2CCCCC2)OCCCC[C@H](C)Oc2ccc(NS(=O)(=O)c3ccc(F)cc3)cc2C1=O	3.1
17	CC(C)N(C[C@H]1N[C@H](CO)[C@H]1c1ccccc1)S(=O)(=O)c1ccccc1	0.1
18	CC(C)NC(=O)Nc1cccc2c1O[C@H](CN(C)CC1CCCCC1)[C@@H](C)CN([C@H](C)CO)C2=O	1.3
19	C[C@H](CO)N1C[C@H](C)[C@@H](CN(C)S(=O)(=O)c2ccccc2)OCCCC[C@H](C)Oc2ccc(NS(=O)(=O)c3ccc(F)cc3)cc2C1=O	0.3
20	CN1C(=O)c2cc(NC(=O)NC3CCCC3)ccc2OC[C@@H]2O[C@@H](CC(=O)O)CC[C@@H]21	-2.6
21	CC(C)NC(=O)N1[C@H](CN(C)C(=O)c2ccccc2)[C@@H](c2ccccc2)[C@@H]1CO	0.6
22	C[C@@H]1CN([C@H](C)CO)S(=O)(=O)c2ccc(C#Cc3ccncc3)cc2O[C@H]1CN(C)C(=O)Nc1ccc2c(c1)OCO2	-0.3
23	O=C(NC1CCCC1)[C@H]1[C@H](CO)[C@H]2Cn3c(cccc3=O)[C@@H]1N2C(=O)CC1CC1	-1.0
24	C[C@@H]1CN([C@H](C)CO)C(=O)Cc2cc(NS(=O)(=O)c3ccc(F)cc3)ccc2O[C@@H]1CN(C)S(=O)(=O)c1cccs1	1.0
25	C[C@H](CO)N1C[C@H](C)[C@H](CN(C)C(=O)NC2CCCCC2)Oc2cc(C#Cc3cccc(F)c3)ccc2S1(=O)=O	-4.8
26	C[C@H](CO)N1C[C@H](C)[C@@H](CN(C)S(=O)(=O)c2ccc(F)cc2)Oc2ncc(-c3ccncc3)cc2C1=O	-1.3
27	COc1ccc(S(=O)(=O)N(C)C[C@H]2OCCCC[C@H](C)Oc3ccc(NS(=O)(=O)c4ccc(F)cc4)cc3C(=O)N([C@H](C)CO)C[C@@H]2C)cc1	1.9
28	CCC(=O)N1C[C@H](C)[C@@H](OC)CN(C)C(=O)c2ccc(NC(=O)c3ccc(F)cc3)cc2OC[C@H]1C	-1.2
29	CC(C)NC(=O)Nc1ccc2c(c1)C(=O)N([C@@H](C)CO)C[C@H](C)[C@H](CN(C)Cc1ccncc1)OCCCC[C@H](C)O2	-1.3
30	CN(C)C(=O)C[C@H]1C[C@H]2c3cc(NC(=O)c4cccnc4)ccc3O[C@H]2[C@@H](CO)O1	5.7

# Next section, overlapping the part above by four compounds.
cpd	SMILES	Mtb BioA inh
27	COc1ccc(S(=O)(=O)N(C)C[C@H]2OCCCC[C@H](C)Oc3ccc(NS(=O)(=O)c4ccc(F)cc4)cc3C(=O)N([C@H](C)CO)C[C@@H]2C)cc1	1.9
28	CCC(=O)N1C[C@H](C)[C@@H](OC)CN(C)C(=O)c2ccc(NC(=O)c3ccc(F)cc3)cc2OC[C@H]1C	-1.2
29	CC(C)NC(=O)Nc1ccc2c(c1)C(=O)N([C@@H](C)CO)C[C@H](C)[C@H](CN(C)Cc1ccncc1)OCCCC[C@H](C)O2	-1.3
30	CN(C)C(=O)C[C@H]1C[C@H]2c3cc(NC(=O)c4cccnc4)ccc3O[C@H]2[C@@H](CO)O1	5.7
31	O=C(N[C@H]1CC[C@@H](CCn2cc(C3CC3)nn2)O[C@H]1CO)c1cccnc1	-1.5
32	C[C@H](CO)N1C[C@H](C)[C@@H](CN(C)C)Oc2cc(-c3cccc(F)c3)ccc2S1(=O)=O	1.2
33	COc1ccc(S(=O)(=O)N(C)C[C@@H]2Oc3ccc(NC(=O)C4CCCCC4)cc3C(=O)N([C@@H](C)CO)C[C@H]2C)cc1	5.8
34	CO[C@H]1CN(C)C(=O)c2cc(NC(=O)C3CC3)ccc2OC[C@H](C)N(Cc2ccccc2)C[C@@H]1C	1.2
35	C/C=C/c1ccc([C@H]2[C@@H](C#N)N(c3nc(CC)cs3)[C@@H]2CO)cc1	0.8
36	C/C=C/c1cnc2c(c1)C(=O)N([C@H](C)CO)C[C@H](C)[C@@H](CN(C)Cc1ccccc1F)O2	3.3
37	C[C@@H]1CN([C@H](C)CO)C(=O)Cc2cc(NC(=O)Nc3ccc4c(c3)OCO4)ccc2O[C@@H]1CN(C)C(=O)Nc1cccc2ccccc12	-3.2
38	COc1ccc(S(=O)(=O)N2C[C@H](O)COC[C@H]3O[C@@H](CC(=O)N[C@@H]4CCN(Cc5ccccc5)C4)CC[C@@H]32)cc1	0.3
39	C[C@H]1CN([C@@H](C)CO)C(=O)c2c(c3ccccc3n2C)-c2ccccc2CO[C@@H]1CN(C)C(=O)[C@@H]1CCCN1C	0.0
40	O=C(C[C@@H]1C=C[C@@H](NC(=O)Nc2ccccc2)[C@@H](CO)O1)NCc1cccc(F)c1	-1.6
41	N#Cc1ccc(-c2ccc3c(c2)[C@H]2[C@H](CCN2S(=O)(=O)c2ccccc2F)[C@H](CO)N3)cc1	0.9
42	COc1ccc(S(=O)(=O)Nc2ccc3c(c2)CC(=O)N([C@H](C)CO)C[C@@H](C)[C@H](CN(C)S(C)(=O)=O)O3)cc1	1.5
43	COc1ccccc1CNC(=O)C[C@@H]1CC[C@H]2[C@H](COc3ccc(NC(=O)Nc4ccc(F)c(F)c4)cc3C(=O)N2C)O1	-0.2
44	C[C@@H](NC(=O)C[C@H]1CC[C@H](NC(=O)Cc2ccccn2)[C@@H](CO)O1)c1ccccc1	-0.2
45	Cc1ccccc1-c1ccc([C@H]2[C@H](CO)N3CCCCN(S(C)(=O)=O)C[C@@H]23)cc1	0.8
46	C[C@H](CO)N1C[C@H](C)[C@H](CN(C)C(=O)Nc2ccccc2)Oc2ccc(NS(=O)(=O)c3ccc(Cl)cc3)cc2CC1=O	-0.4
47	Cc1noc(C)c1S(=O)(=O)N(C)C[C@@H]1Oc2ccc(NC(=O)Cn3cnnn3)cc2C(=O)N([C@@H](C)CO)C[C@@H]1C	3.1
48	CN1CCN(C(=O)C[C@@H]2C[C@@H]3c4cc(NC(=O)NC5CCCC5)ccc4O[C@@H]3[C@H](CO)O2)CC1	-1.8
49	O=S(=O)(c1ccccc1F)N1C[C@H]2[C@@H](c3ccccc31)[C@@H](CO)N2Cc1ccc2c(c1)OCO2	-8.6
50	CC(=O)N(C)C[C@@H]1Oc2cc(C3=CCCC3)ccc2S(=O)(=O)N([C@H](C)CO)C[C@H]1C	0.7
51	COc1cccc(NC(=O)N[C@@H]2C=C[C@H](CC(=O)Nc3ccccc3)O[C@H]2CO)c1	-3.1
52	CCOC(=O)c1cc2c(c(-c3cccc(-c4cccc(F)c4)c3)n1)[C@H](CCO)N(S(=O)C(C)(C)C)C2 (stereo partly drawn)	-0.5
53	C[C@@H]1CCCCO[C@@H](CN(C)C(=O)Nc2cccc3ccccc23)[C@H](C)CN([C@H](C)CO)C(=O)c2cc(NC(=O)c3ccccc3)ccc2O1	-0.1
54	O=C(N[C@H]1CC[C@H](CCn2cc(-c3ccc(F)cc3)nn2)O[C@H]1CO)c1cnccn1	-2.6
55	CC(C)(O)C#Cc1ccc([C@@H]2[C@@H](CO)N3CCCCN(C(=O)c4cccnc4)C[C@@H]23)cc1	3.3
56	O=C(C[C@H]1C=C[C@H](NS(=O)(=O)c2ccc(F)cc2)[C@H](CO)O1)NCCN1CCCCC1	-2.1
57	C[C@@H]1CN([C@@H](C)CO)C(=O)c2cc(NC(=O)CCC(F)(F)F)ccc2O[C@@H](C)CCCCO[C@H]1CN(C)C(=O)Cc1ccccc1	-1.1
58	O=C(CN1CCOCC1)N[C@H]1CC[C@@H](CCn2cc(C3CCCCC3)nn2)O[C@H]1CO	2.0
59	O=C(NCC[C@H]1CC[C@@H](NC(=O)C2CCOCC2)[C@H](CO)O1)c1cc(Cl)cc(Cl)c1	-0.1
60	C[C@@H]1CN([C@@H](C)CO)S(=O)(=O)c2ccc(C#Cc3ccc(F)cc3)cc2O[C@@H]1CN(C)C(=O)NC1CCCCC1	-0.9

# More records follow:
cpd	SMILES	Mtb BioA inh
61	Cc1ccc(S(=O)(=O)N(C)C[C@H]2Oc3ncc(Br)cc3C(=O)N([C@@H](C)CO)C[C@@H]2C)cc1	-0.9
62	O=C(N[C@H]1CC[C@H](CCn2cc(C3(O)CCCC3)nn2)O[C@@H]1CO)c1ccccc1F	-0.4
63	C[C@H]1CN([C@@H](C)CO)C(=O)c2cccc(N(C)C)c2O[C@@H]1CN(C)C(=O)Nc1ccc(F)cc1	-4.3
64	C[C@@H]1CN([C@H](C)CO)C(=O)c2cc(C#CC3CCCCC3)cnc2O[C@@H]1CN(C)S(=O)(=O)c1ccccc1	-0.6
65	C[C@H](CO)N1C[C@H](C)[C@H](CN(C)C(=O)c2cccnc2)Oc2ncc(-c3ccc(C#N)cc3)cc2C1=O	2.5
66	CC(C)NC(=O)Nc1ccc2c(c1)C(=O)N([C@H](C)CO)C[C@H](C)[C@H](CN(C)C(=O)Nc1ccc(F)cc1)OCCCC[C@H](C)O2	0.8
67	C[C@@H]1CN([C@H](C)CO)C(=O)c2cc(C#CCN(C)C)cnc2O[C@H]1CN(C)S(=O)(=O)c1cn(C)cn1	-5.2
68	CC=Cc1ccc2n(c1=O)C[C@H]1[C@H](CO)[C@@H](C(=O)N3CCc4ccccc4C3)[C@@H]2N1CC (mixture of isomers)	-1.4
69	CN(C)C(=O)C[C@H]1CC[C@H](NS(=O)(=O)c2ccccc2)[C@H](CO)O1	3.0
70	CN1C(=O)c2cc(NC(=O)Cc3ccccc3)ccc2OC[C@H]2O[C@@H](CC(=O)O)CC[C@@H]21	1.2
71	C[C@H](CO)N1C[C@H](C)[C@@H](CN(C)C(=O)NC2CCCCC2)Oc2cc(C#Cc3ccc(F)cc3)ccc2S1(=O)=O	-1.5
72	O=C(C[C@H]1C=C[C@H](NC(=O)CN2CCOCC2)[C@@H](CO)O1)NCCc1ccccc1	-4.2
73	COc1ccc(CN(C)C[C@H]2OCCCC[C@H](C)Oc3ccc(NC(=O)NC4CCCCC4)cc3C(=O)N([C@@H](C)CO)C[C@@H]2C)cc1	-1.7
74	C[C@@H]1CN([C@@H](C)CO)C(=O)c2cc(NC(=O)C3CCCCC3)ccc2O[C@H]1CN(C)C	0.1
75	CO[C@@H]1CN(C)C(=O)c2cc(NS(=O)(=O)c3ccccc3)ccc2OC[C@H](C)N(Cc2nccs2)C[C@H]1C	-0.3
76	COc1cccc(S(=O)(=O)N2CCCCN3[C@H](CO)[C@H](c4ccc(C#CC(C)C)cc4)[C@@H]3C2)c1	-3.1
77	CCCNC(=O)N1[C@@H]2c3cccc(=O)n3C[C@H]1[C@H](CO)[C@H]2C(=O)N1CCC(Cc2ccccc2)CC1	1.5
78	CC(C)CC#Cc1cnc2c(c1)C(=O)N([C@@H](C)CO)C[C@H](C)[C@@H](CN(C)C(=O)c1ccc(F)cc1)O2	1.3
79	CO[C@H]1CN(C)C(=O)c2cc(NC(C)=O)ccc2OC[C@@H](C)N(Cc2cccc(F)c2)C[C@@H]1C	1.1
80	C[C@H]1CN([C@@H](C)CO)C(=O)c2cccc(NC(=O)C3CCOCC3)c2O[C@@H]1CN(C)S(=O)(=O)c1cn(C)cn1	-1.6
81	Cc1noc(C)c1S(=O)(=O)Nc1ccc2c(c1)C(=O)N([C@H](C)CO)C[C@H](C)[C@H](CN(C)C)OCCCC[C@@H](C)O2	-0.9

# An excerpt of these results, field by field:
75: CO[C@@H]1CN(C)C(=O)c2cc(NS(=O)(=O)c3ccccc3)ccc2OC[C@H](C)N(Cc2nccs2)C[C@H]1C
  Mtb BioA inh: -0.3

76: COc1cccc(S(=O)(=O)N2CCCCN3[C@H](CO)[C@H](c4ccc(C#CC(C)C)cc4)[C@@H]3C2)c1
  Mtb BioA inh: -3.1

# The list is partial; rates above refer to the full screens.
